# Assay outcomes: PubChem BioAssay, NCI
# yeast sgs1 mgt1 = NCI yeast anticancer drug screen, S. cerevisiae sgs1 mgt1 strain | growth inhibition, % at 50 µM | 78,000 compounds, 10% hits | AID 161;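 further: 0% = growth of vehicle-only cultures of the same strain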
#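 Mutant yeast exposed to compound; growth scored against vehicle-only wells.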
# yeast rad50 = NCI yeast anticancer drug screen, S. cerevisiae rad50 strain. % growth inhibition at 50 µM. 79,000 compounds, 10% hits;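 further: 0% = growth of vehicle-only cultures of the same strain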
#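 Cells are treated with compound, grown, and their growth is then scored against vehicle-only cultures of the same repair-deficient yeast strain.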
# cln2 rad14 = NCI yeast anticancer drug screen, S. cerevisiae cln2 rad14 strain; 78,000 compounds, 8.3% hits; AID 165; growth inhibition, % at 50 µM;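 further: 0% = growth of vehicle-only cultures of the same strain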
#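 Test compounds were added to cln2 rad14 yeast cultures; inhibition of growth was then determined by comparison with vehicle treatment.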
# mec2-1 = NCI yeast anticancer drug screen, S. cerevisiae mec2-1 strain; growth inhibition, % at 50 µM; AID 157; 79,000 compounds, 9% hits;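 further: 0% = growth of vehicle-only cultures of the same strain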
#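 Strain: mec2-1 (DNA repair/cell cycle alteration). Compound exposure, then growth measured; inhibition expressed relative to vehicle.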
# yeast bub3 = NCI yeast anticancer drug screen, S. cerevisiae bub3 mutant strain. % growth inhibition at 50 µM. 78,000 compounds, 9.9% hits;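 further: 0% = growth of vehicle-only cultures of the same strain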
#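 Growth of a checkpoint-deficient yeast mutant is measured after compound exposure. Values represent inhibition relative to vehicle.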
# yeast mlh1 rad18 = NCI yeast anticancer drug screen, S. cerevisiae mlh1 rad18 strain; AID 175; 79,000 compounds, 11% hits; % growth inhibition at 50 µM;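 further: 0% = growth of vehicle-only cultures of the same strain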
#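 Yeast w/ defined DNA-repair lesions; compound exposure; growth vs vehicle controls → % inhibition.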
# Active calls of the source: *; . = no result given; & = joins results of further samples; ! = a repeat was not active. No stated cut-off is given here; in the data, active means growth inhibition above about 70%; inactive means the rest.
SMILES	yeast sgs1 mgt1	yeast rad50	cln2 rad14	mec2-1	yeast bub3	yeast mlh1 rad18
O=P(NC12CC3CC(CC(C3)C1)C2)(Oc1ccccc1)Oc1ccccc1	52	25	29	11	0	49
CCN1CN(c2ccccc2)C2(CCN(CCCSc3ccc(F)cc3)CC2)C1=O	8	-6	-5	-1	9	17
CCOC(=O)C(C)P(=O)(OCC)OCC (configuration not stated)	-6	16	-28	-13	15	5
O=P(c1ccccc1)(c1ccc(Br)cc1)C(O)C(Cl)(Cl)Cl (configuration not stated)	-30	-35	10	-13	4	-32
CNP1(=O)OC(c2ccccc2)=CCN1CCCl (configuration not stated)	59	76*	-30	48	24	71*
COC1=CC2C3Cc4c(-c5cc(OC)c(O)c6c5CC5C7C=C(OC)C(=O)CC67CCN5C)cc(OC)c(O)c4C2(CCN3C)CC1=O (configuration not stated)	-13&-3	-3&-3	-10&0	3&1	-1&-2	12&4
COc1ccc2c(c1O)CNCC2c1ccc(O)cc1O (configuration not stated)	-7	1	-12	-12	-25	-2
O=C([O-])CN(CCN(CC(=O)[O-])CC(=O)O)CC(=O)O.[Fe+5].[Na+]	0	-13	-36	-13	-3	-8
C[N+](C)(C)CC1CCC/C1=N/O (configuration not stated)	0	45	10	13	27	35
O=C1C2CCN(CC2)C1(CO)CO	-27	-4	-58	-4	-30	-20
N#CC(C#N)=Cc1ccc(N2CCOCC2)cc1	-8	-5	-32	-26	12	3
COc1ccc(C[As+](c2ccccc2)(c2ccccc2)c2ccccc2)cc1	97*	98*	97*	98*	93*	97*

SMILES	yeast sgs1 mgt1	yeast rad50	cln2 rad14	mec2-1	yeast bub3	yeast mlh1 rad18
CCC(C)N1CN(c2ccccc2)C2(CCN(CCCSc3ccc(F)cc3)CC2)C1=O (configuration not stated)	24	-16	15	1	24	14
CC(Cl)CNC1CCCCC1 (configuration not stated)	-9	6	-11	-4	-1	-1
O=P(O)(Oc1ccccc1)Oc1ccccc1	15	34	18	16	1	21
CC(C)C1NC(C(C)C)N2C(C(C)C)N12 (configuration not stated)	-14	0	-24	-17	-2	-2
Nc1ncnc2c1c(Cl)cn2C1OC(CO)C(O)C1O (configuration not stated)	12	10	32	15	19	26
CCN1CC2(C)CCC(OC)C34C5CC6CCC(O)(C5C(=O)O6)C(C(O)C23)C14 (configuration not stated)	2	-9	0	-44	-34	-58
Cc1ccc(S(N)(=O)=O)cc1	6	22	-8	-5	13	19
S=P(S)(Oc1ccccc1)Oc1ccccc1	40	56	93*	78*	75*	90*
CC(C)C(=O)CP(=O)(O)O	-30	-18	70*	-23	-22	-7
O=S1c2ccccc2-c2ccccc21	4	-7	-3	-10	2	-20
C[CH2][Sn]([c]1ccccc1)[c]1ccccc1	40	33	4	39	36	47
C[C@@]12CC/C(=N\OCC(=O)O)C=C1CC[C@H]1C2CC[C@]2(C)C1CC[C@H]2O (some centres not stated)	-15	-9	-16	-3	3	-15

SMILES	yeast sgs1 mgt1	yeast rad50	cln2 rad14	mec2-1	yeast bub3	yeast mlh1 rad18
Cc1ccccc1N	-1	4	-2	-14	-2	4
CCN(CC)C(=S)SC1C(=O)NC(=O)NC1=O	20	23	21	-15	2	16
COC12[C@@H]3N[C@@H]3CN1C1=C(C(=O)C(NCCSSCCNC3=C(C)C(=O)C4=C(C3=O)C(COC(N)=O)[C@]3(OC)C5N[C@@H]5CN43)=C(C)C1=O)[C@@H]2COC(N)=O (some centres not stated)	4	63	39	49	-9	79*
CC1(C)N([O-])[N+](=O)C1(C)Br (configuration not stated)	-20	-2	20	-10	6	11
CCC(C)Sc1ccccc1OC(=O)NC (configuration not stated)	0	-10	-17	7	10	24
C(#CCN1CCCCCC1)CN1CCCCCC1	0	1	-9	-10	-14	-3
CCC[CH2][Sn]1([CH2]CCC)[O]C(=O)c2cccc(OC)c2[O]1	99*	98*	98*	98*	98*	99*
Cc1cc[n+](CC(=O)c2ccccc2)cc1	11	-8	-7	0	-4	-10
Cc1ccc(N)cc1[As]=[As]c1cc(N)ccc1C (configuration not stated)	27	52	58	17	45	47
CCCCSP(=O)(SCCCC)N1CCCCC1	99*	99*	98*	99*	99*	99*
CC1(C2=CCCCC2)C(=O)NC(=S)NC1=O	-8	6	-1	16	9	5
CCOC(=N)CC(O)C(Cl)(Cl)Cl (configuration not stated)	-10	-2	-47	2	22	-6

SMILES	yeast sgs1 mgt1	yeast rad50	cln2 rad14	mec2-1	yeast bub3	yeast mlh1 rad18
Cc1cc([N+](=O)[O-])ccc1O	19	3	-63	10	18	21
O=C(COc1ccc(Cl)c(Cl)c1)Nc1ccc[n+](Cc2ccc(S(=O)(=O)F)c(Cl)c2)c1	98*	62	96*	94*	95*	100*
O=C(O)CN(CCN(CC(=O)O)CC(=O)O)CC(=O)O.[Cl][Pd][Cl]	48	42	22	52	45	62
CCOC(=O)c1ccc(N=Cc2ccc(N(CCCl)CCCl)cc2C)cc1	68	50	5	16	17	38
CCOC(=O)CC(=O)c1ccccc1	-1&9	-10&17	11&11	-2&-18	-13&14	-16&14
O=C(O)C(O)CO.[Pb] (configuration not stated)	-2	-2	12	0	-16	10
C=C(C)C1(CCC)C(=O)NC(=S)NC1=O	18	23	26	20	4	22
O=C1NC(=O)C(=Cc2ccco2)C(=O)N1	-8	-4	6	-26	-32	-3
CN(C)C(=O)Oc1cccc(Cl)c1	16	29	25	9	6	22
CC(N)Cc1ccc(Cl)cc1 (configuration not stated)	2	14	-16	0	-15	4
[N-]=[N+]=NC(=O)Nc1ccccc1F	-15	-6	-19	-1	-20	16
COc1ccc(CCN)c(OC)c1	-4	-11	-13	3	-8	-35

# Ordered by heavy-atom count (ascending): twelve of the compounds above.
SMILES	yeast sgs1 mgt1	yeast rad50	cln2 rad14	mec2-1	yeast bub3	yeast mlh1 rad18
O=C(O)C(O)CO.[Pb] (configuration not stated)	-2	-2	12	0	-16	10
Cc1cc([N+](=O)[O-])ccc1O	19	3	-63	10	18	21
CCOC(=N)CC(O)C(Cl)(Cl)Cl (configuration not stated)	-10	-2	-47	2	22	-6
COc1ccc(CCN)c(OC)c1	-4	-11	-13	3	-8	-35
CCOC(=O)CC(=O)c1ccccc1	-1&9	-10&17	11&11	-2&-18	-13&14	-16&14
C=C(C)C1(CCC)C(=O)NC(=S)NC1=O	18	23	26	20	4	22
Cc1cc[n+](CC(=O)c2ccccc2)cc1	11	-8	-7	0	-4	-10
Cc1ccc(N)cc1[As]=[As]c1cc(N)ccc1C (configuration not stated)	27	52	58	17	45	47
CCC[CH2][Sn]1([CH2]CCC)[O]C(=O)c2cccc(OC)c2[O]1	99*	98*	98*	98*	98*	99*
O=C(O)CN(CCN(CC(=O)O)CC(=O)O)CC(=O)O.[Cl][Pd][Cl]	48	42	22	52	45	62
CCOC(=O)c1ccc(N=Cc2ccc(N(CCCl)CCCl)cc2C)cc1	68	50	5	16	17	38
O=C(COc1ccc(Cl)c(Cl)c1)Nc1ccc[n+](Cc2ccc(S(=O)(=O)F)c(Cl)c2)c1	98*	62	96*	94*	95*	100*

# (next part)
SMILES	yeast sgs1 mgt1	yeast rad50	cln2 rad14	mec2-1	yeast bub3	yeast mlh1 rad18
O=[N+]([O-])c1cccc(N=Cc2ccc(N(CCCl)CCCl)cc2)c1	44	66	26	22	8	60
Cc1ccc2c(c1)P1c3cc(C)ccc3SP1S2 (configuration not stated)	-18	10	10	-27	-14	-42
CN(C)CCCNc1c2c(nc3ccc(Cl)cc13)CCCC2	-32	-1	7	-20	9	-7
CC(C)/C=C/C1(C(C)C)C(=O)NC(=O)NC1=O	-5	20	14	10	4	3
NC(=O)c1cc([N+](=O)[O-])cc([N+](=O)[O-])c1	9	1	0	-16	3	15
O=C(O)CP(=S)(S)c1ccccc1 (configuration not stated)	-26	-28	2	-33	-28	-40
CCSc1ccc(C(=O)C2(C)Cc3ccccc3CN2)cc1 (configuration not stated)	1	-5	-9	-28	-12	23
COc1cc(C2c3cc4c(cc3[C@@H](Nc3ccc(F)cc3)C3COC(=O)[C@H]23)OCO4)cc(OC)c1O (some centres not stated)	89*	85*	88*	91*	89*	88*
Cc1nc2ccccc2c(=O)n1-c1ccccc1	0	-14	16	-16	11	-4
COC12C(COC(=O)NCCO)C3=C(C(=O)C(C)=C(N)C3=O)N1CC1NC12 (configuration not stated)	38	16	21	0	1	40
O=Cc1ccccc1O.[Zn+2]	3	9	4	6	1	2
CCN(CC)S(=O)(=O)c1ccc(-c2cc(Cl)c3cc(S(=O)(=O)F)ccc3n2)cc1	-27	-48	-30	-27	-15	-44

SMILES	yeast sgs1 mgt1	yeast rad50	cln2 rad14	mec2-1	yeast bub3	yeast mlh1 rad18
O=C(CCN1CC2CCC(CC2)C1)c1cccs1	-16	-16	-14	-22	-46	-29
COC1OOC(OC)c2ccccc2-c2ccccc21 (configuration not stated)	4	-15	-14	-10	16	4
CN1CCc2ccc(O)cc2C1	4	16	-8	6	16	11
CC(C)Oc1ccccc1OC(=O)N(C)C=O	-7	-16	-18	-3	-17	-15
O=C(O)C(Cl)Cl	4	-2	-10	-30	-2	9
CN1CC(C(=O)NO)C=C2c3cccc4[nH]cc(c34)CC21 (configuration not stated)	24	9	-4	43	42	14
Cc1cc(N(CCCl)CCCl)ccc1CN1CCCN(Cc2ccc(N(CCCl)CCCl)cc2C)C1c1ccccc1O	11	0	-4	14	0	32
CCN(CC)CC(C(C)=O)C(c1ccccc1)c1c(O)c2ccccc2oc1=O (configuration not stated)	2	19	13	6	-4	13
O=C1C(Br)=CC2(C=C1Br)CCNc1c(O)c3c4c(c12)=NCCC=4C=N3	54	58	25	47	50	58
C/C=C\C(C)=C/C(C)C(=O)CC(O)CC1CC(=O)NC(=O)C1 (configuration not stated)	-7	12	12	-20	8	13
COC1=C[C@@H]2[C@@H]3Cc4ccc(OC)c(O)c4[C@]2(CCN3C)CC1=O	14	3	6	-10	5	-3
CCC1([N+](=O)[O-])COP(=O)(NCc2ccncc2)OC1 (configuration not stated)	-6	8	11	-8	-6	12

SMILES	yeast sgs1 mgt1	yeast rad50	cln2 rad14	mec2-1	yeast bub3	yeast mlh1 rad18
Oc1c(Cl)c(Cl)c(Cl)c(Cl)c1Cl.[Cu+2]	81*	88*	93*	90*	89*	89*
O=C(O)CNCP(=O)(O)O	-52	-31	-15	-23	-47	-20
Clc1ccc(C2NCCc3[nH]cnc32)cc1 (configuration not stated)	10	-15	-21	-6	-4	16
CCCc1ccc2c[n+]3ccccc3cc2c1	-8	0	-48	-9	12	-4
CCCCCCCCCCCCCCCCP(=O)(O)OP(=O)(O)OCC1OC(n2ccc(N)nc2=O)C(O)C1O (configuration not stated)	88*!	73*!	-13&60	81*!	76*!	74*!
N=C(N)SCc1ccccc1	-12&11&6&8&9	19&-5&4&-3&-4	.	1&-2&-6&8&-4	-6&0&-6&-5&-24	.
ClCCn1c(/C=C/c2nc3ccccc3n2CCCl)nc2ccccc21	6	26	-32	6	-4	21
O=NN1CCOC1=NC1CCCCC1	-11	-4	-63	-12	-23	-9
CN(/N=C/c1ccnc2ccccc12)c1c([N+](=O)[O-])cc([N+](=O)[O-])cc1[N+](=O)[O-]	-19	0	19	-5	-10	-8
CC1CN1P(=O)(N1CCCCC1)N1CC1C (configuration not stated)	1	5	7	23	4	-4
CCC1(O)C(=O)OCc2c1cc1n(c2=O)Cc2cc3ccccc3nc2-1 (configuration not stated)	48	86*	19	77*	-25	-27
CC(Cl)CN1CCCCC1 (configuration not stated) (tested in a mixture with another compound)	24	15	8	1	3	18
C1CC[N-]CC1.CC(=N\O)/C(C)=N/O.CC(=N\O)/C(C)=N/O.OC1[CH-]CCCC1.[Co+2]	14	24	76*	-2	-5	31
O=[N+]([O-])c1ccc(C#Cc2ccc(N(CCCl)CCCl)cc2)cc1	8	2	-66	-9	9	-4
Cc1cc(C)c(C(=O)O)c(C)c1.[Hg]	100*	100*	100*	100*	100*	100*

# Only part of the results is shown (hit frequency here may not be typical).
